Source: PubChem BioAssay
GSTO1 counter = blocks human GSTO1 in RBBP9 counter-screen. 1.1% of 300,000 active. recombinant GSTO1, activity-based probe fluorescence polarization. AID 1974. inhibition, % at 5.96 µM;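 active means inhibition above the campaign mean inhibition plus 3 SD, cut at about 35% in these data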;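 further: 0% = GSTO1-1 with DMSO and 100% = wells lacking GSTO1-1 enzyme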
PAD4 inh = PAD4 (human) enzyme inhibition; Q9UM07; recombinant PAD4, RCA probe fluorescence polarization; inhibition, % at 6.36 µM; 0.41% of 330,000 active; AID 485272;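 active means percent inhibition above a cutoff equal to the mean of all tested compounds plus 3 SD, cut at about 15% in these data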;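 further: 0% = PAD4 with RCA probe and DMSO and 100% = probe without PAD4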
pPAFAH FP inh = inhibitors of human plasma PAF acetylhydrolase (pPAFAH); 1.5% of 330,000 active; AID 463082; recombinant pPAFAH, FP-rhodamine probe fluorescence polarization; Q13093; inhibition, % at 3.39 µM;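 active means inhibition above the mean inhibition across the screen plus 3 SD, cut at about 25% in these data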;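 further: inhibitors block binding of the rhodamine activity-based probe so polarization drops; 0% = enzyme with DMSO and 100% = wells lacking pPAFAH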
PME-1 inh = PME-1 (human) inhibition. 0.53% of 320,000 active. recombinant PME-1, FP-Rh probe fluorescence polarization. inhibition, % at 5.9 µM. AID 2130;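 active means inhibition above the campaign mean of all compounds plus 3 SD, cut at about 26% in these data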;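 further: competitive labeling of PME-1 active site by serine hydrolase directed probe; 0% = PME-1 with DMSO and 100% = wells lacking PME-1 enzyme; inhibitors block probe labeling so polarization falls and inhibition rises; many of its hits are not listed in these tables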
Target sequence (Q9Y570 whole entry, looked up): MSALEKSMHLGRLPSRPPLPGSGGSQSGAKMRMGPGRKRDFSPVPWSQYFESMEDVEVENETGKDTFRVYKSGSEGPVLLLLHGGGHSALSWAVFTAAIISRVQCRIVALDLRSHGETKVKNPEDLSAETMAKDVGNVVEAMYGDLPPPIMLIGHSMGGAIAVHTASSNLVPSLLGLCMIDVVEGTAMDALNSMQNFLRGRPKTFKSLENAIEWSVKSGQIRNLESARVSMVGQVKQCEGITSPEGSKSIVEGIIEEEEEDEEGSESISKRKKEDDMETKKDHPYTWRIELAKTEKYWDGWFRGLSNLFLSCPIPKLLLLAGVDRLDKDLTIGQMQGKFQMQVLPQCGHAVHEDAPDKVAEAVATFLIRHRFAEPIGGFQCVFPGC
PAFAH1B2 inh = blocks human PAF acetylhydrolase 1b catalytic subunit 2 | 1.2% of 340,000 active | AID 492953 | P68402 | recombinant PAFAH1B2, FP-rhodamine activity probe, fluorescence polarization | inhibition, % at 3.39 µM;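 active means inhibition above the mean of all tested compounds plus 3 SD, cut at about 24% in these data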;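 further: 0% = enzyme with DMSO and 100% = wells lacking PAFAH1B2; many of its hits are not listed in these tables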
PAFAH1B3 inh = blocks human PAF acetylhydrolase 1B catalytic subunit 3; recombinant PAFAH1B3, FP-rhodamine probe, fluorescence polarization; inhibition, % at 3.39 µM; 0.28% of 340,000 active; AID 492972;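 active means inhibition above the screen-wide average of all tested compounds plus 3 SD, cut at about 25% in these data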;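 further: 0% = enzyme with DMSO only and 100% = wells lacking PAFAH1B3 protein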
Target sequence (Q15102 whole entry, looked up): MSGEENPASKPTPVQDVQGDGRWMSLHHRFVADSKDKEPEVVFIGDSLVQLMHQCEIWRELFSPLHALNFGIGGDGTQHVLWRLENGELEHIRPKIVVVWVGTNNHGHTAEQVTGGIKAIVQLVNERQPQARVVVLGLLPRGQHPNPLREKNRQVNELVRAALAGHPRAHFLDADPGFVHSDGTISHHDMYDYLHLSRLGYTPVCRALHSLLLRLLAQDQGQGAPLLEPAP
PREPL inhibitor = inhibitors of human prolyl oligopeptidase-like enzyme PREPL. inhibition, % at 5.96 µM. recombinant PREPL, fluorescence polarization activity-based probe. Q4J6C6. 0.68% of 320,000 active; in the data active means inhibition above about 43%;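 further: 0% = enzyme with DMSO and 100% = wells lacking enzyme; many of its hits are not listed in these tables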
LYPLA2 counter = counter-screen for PME1 inhibitors: inhibitors of human LYPLA2 | recombinant LYPLA2, FP-Rh probe fluorescence polarization | inhibition, % at 5.9 µM | 0.38% of 320,000 active;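 active means inhibition above the screen-wide mean plus 3 SD, limit set per campaign, cut at about 26% in these data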;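 further: 0% = LYPLA2 with DMSO and 100% = wells lacking LYPLA2 enzyme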
LYPLA1 inh = LYPLA1 (human) inhibition in PME1 counter-screen; O75608; recombinant LYPLA1, FP-Rh probe fluorescence polarization; inhibition, % at 5.9 µM; 0.16% of 320,000 active;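 active means inhibition above the mean of all tested compounds plus 3 SD, set per campaign, cut at about 14% in these data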;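 further: inhibitors block serine hydrolase probe labeling of LYPLA1 so polarization falls; 0% = enzyme with DMSO and 100% = wells lacking LYPLA1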
Target sequence (O75608 whole entry, looked up): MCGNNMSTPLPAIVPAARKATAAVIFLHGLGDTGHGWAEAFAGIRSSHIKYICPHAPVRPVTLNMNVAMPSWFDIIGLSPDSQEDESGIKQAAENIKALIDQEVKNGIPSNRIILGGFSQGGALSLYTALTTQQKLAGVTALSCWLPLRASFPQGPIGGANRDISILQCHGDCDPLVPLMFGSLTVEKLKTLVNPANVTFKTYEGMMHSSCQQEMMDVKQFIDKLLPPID
* hit, by the source's call; . = no result given.

Sequence of screens – PREPL inhibitor, LYPLA1 inh, PAD4 inh, GSTO1 counter, LYPLA2 counter, PAFAH1B2 inh, PME-1 inh, pPAFAH FP inh, PAFAH1B3 inh
- COc1ccccc1NC(=O)/C(=C\c1cccnc1)NC(=O)c1ccccc1
    -6, -3, -3, 3, 3, 0, 0, 2, 6
- Cc1nc(C(C)NC(=O)c2cc(COc3ccc(F)c(F)c3)on2)cs1 (centres undefined)
    -8, 2, 1, 2, 5, 6, -1, 2, 10
- O=C(c1ccc(S(=O)(=O)Nc2ccc(F)cc2)cc1)N1CCN(C(=O)c2ccco2)CC1
    0, 1, 6, 6, 0, 8, 1, 13, 10
- COc1ccccc1OC1OC2COC(c3ccco3)OC2C(O)C1NC(C)=O (centres undefined)
    -1, 1, -2, -3, 0, 4, 3, 0, 7
- Cc1cccc(N(CC(=O)NC(C)C)C(=O)CCC(=O)Nc2nccs2)c1
    -7, 2, -5, 2, 2, 1, -2, 3, 3
- O=C(Nc1nc2ccccc2[nH]1)c1ccc([N+](=O)[O-])cc1
    -4, -2, -6, -7, -4, 3, 1, 3, -2
- CC(C)CC(=O)Nc1ccc2c3c(cccc13)CC2
    1, 1, 2, 1, 5, -4, 2, 2, 7
- CCCCNS(=O)(=O)c1ccc(NC(=O)c2cccs2)cc1
    11, -2, 0, -1, -1, -1, 3, -3, -2
- CN(C)S(=O)(=O)N1CCN(c2ccc([N+](=O)[O-])c(N3CCOCC3)c2)CC1
    9, 2, -3, 6, 1, 5, 0, 1, -2
- Cc1c([N+](=O)[O-])c([N+](=O)[O-])nn1CC(=O)NCCc1ccccc1
    0, 1, -3, -1, -4, -2, 4, 0, 0

Carrying on:
Sequence of screens – PREPL inhibitor, LYPLA1 inh, PAD4 inh, GSTO1 counter, LYPLA2 counter, PAFAH1B2 inh, PME-1 inh, pPAFAH FP inh, PAFAH1B3 inh
- Cc1ccccc1CN1CCN(S(=O)(=O)c2ccc(F)cc2)CC1
    -10, 1, 1, -7, 1, 1, -1, 0, 5
- O=C(CN1C(=O)CSc2ccccc21)N/N=C/c1ccco1
    -2, 2, -2, -1, -3, 0, -3, -8, 8
- Cc1cc2ccccc2n1CCC(=O)O
    13, -1, 1, -3, -2, 6, -2, -1, 6
- COc1cc2cnc(C3=CCCCC3)cc2cc1OC
    6, ., -2, ., ., 9, ., 4, 1
- Fc1ccccc1/C=N/Nc1nn[nH]n1
    1, 0, 3, 3, -3, 4, 7, 3, 5
- O=C(O)CC/C(=C\c1cc([N+](=O)[O-])ccc1Cl)c1nc2ccccc2s1
    0, -4, 4, -1, -1, 0, 6, 11, 10
- Cc1nnc2n1N=C(c1ccc3c(c1)NC(=O)CO3)CS2
    1, 3, -1, 0, 3, ., -4, 5, .
- CN1CCN(NC(=O)c2cccs2)CC1
    -2, 1, 0, 11, 4, 2, -2, 4, 2
- CCC1CCc2sc(C(=O)N(C)CC(=O)Nc3ccc(OC)cc3)cc2C1 (centres undefined)
    -6, -1, -2, -2, 3, 6, -3, 13, 7
- CCCOCc1ccc(O)c2ncccc12
    5, -1, -1, 13, 7, 5, -3, 3, 8

Later entries.
Sequence of screens – PREPL inhibitor, LYPLA1 inh, PAD4 inh, GSTO1 counter, LYPLA2 counter, PAFAH1B2 inh, PME-1 inh, pPAFAH FP inh, PAFAH1B3 inh
- CCOC(=O)N1C2=NC(C(=O)OC)=C(C(=O)OC)[C@@H]3N(C)c4ccccc4[C@]23C[C@H]1C(=O)OC
    3, 1, -6, 2, 7, -1, -1, 7, 12
- CCOC(=O)C1=C(C)OC(N)=C(C#N)C1c1cc(F)ccc1F (centres undefined)
    -9, -1, -1, 6, 4, -1, 2, 3, 3
- Cc1ccccc1NS(=O)(=O)c1c(C(=O)N2CCCCCC2)c(C)n(C)c1C
    3, 3, 1, -5, 2, 2, -5, 1, 12
- CC(C)CC(NS(=O)(=O)c1ccccc1)C(=O)O (centres undefined)
    -1, -2, 1, 4, 3, 5, -5, 3, 8
- N#Cc1ccc(S(=O)(=O)Nc2ccccc2N2CCOCC2)cc1
    5, ., -5, ., ., 2, ., -3, 10
- NC(=O)c1cc(Cl)ccc1OCC(=O)Nc1ccc2c(c1)OCO2
    8, -2, -6, ., 1, 3, -7, 6, -5
- CN(C)CCCNc1ncnc2c1c(-c1ccccc1)cn2-c1ccccc1
    9, 4, -3, -1, 7, -3, 1, 23, 0
- O=C(O)c1cc(NC(=O)c2ccc3c(c2)C(=O)N(Cc2ccccc2)C3=O)cc(C(=O)O)c1
    -1, 6, -4, -12, 5, 5, 1, 0, 12
- O=C(COc1ccc(F)cc1F)Nc1cccnc1
    7, 1, -2, -3, 8, 1, -2, 4, 4
- CN(C)CCNC(=O)c1cc2cc(Br)ccc2oc1=O
    8, -2, -3, 4, 0, 1, 2, 4, 5

Further records follow:
Sequence of screens – PREPL inhibitor, LYPLA1 inh, PAD4 inh, GSTO1 counter, LYPLA2 counter, PAFAH1B2 inh, PME-1 inh, pPAFAH FP inh, PAFAH1B3 inh
- C(=N\n1cnnc1)/c1nc2ccccc2[nH]1
    15, 6, 3, 4, 9, 3, 4, -1, -4
- O=C(O)c1cc(N/N=C/C=C/c2ccccc2)ccc1Cl
    11, 4, 4, 21, 9, 2, 1, 13, 8
- CC(C(=O)Nc1nc2ccccc2[nH]1)N1C(=O)C2CC=CCC2C1=O (centres undefined)
    6, 2, -3, 0, 7, -5, 1, 5, 6
- CN(C(=O)CSc1nnnn1C)C1(C#N)CCCCC1
    -2, 3, -3, ., 5, 7, -3, -2, 12
- CN(Cc1ccccc1)CC(O)COc1ccc(CNCc2cccnc2)cc1 (centres undefined)
    -8, 1, -4, 1, 0, 1, -7, 0, 9
- Cc1ccc(NC(=O)c2ccc(-n3cccn3)c([N+](=O)[O-])c2)cc1
    5, -3, -3, 2, -8, 0, 6, 1, 3
- O=c1[nH]c2ccc(N/C(=N/S(=O)(=O)c3ccccc3)c3ccccc3)cc2[nH]1
    -2, 2, 5, 5, -5, 2, -1, -2, 4
- NNC(=O)c1cc(-c2ccc(N)cc2)nc2ccc(Br)cc12
    10, -6, 1, 15, -11, ., 10, -5, .
- COc1ccccc1CNC(=O)CCCC(=O)n1nc(C)c2ccccc21
    -12, 1, 5, 0, 1, 2, 13, 0, 0
- CCCCOc1ccc(C(=O)N/C(=C\c2ccc(OC)cc2)C(=O)OCc2ccco2)cc1
    -14, -14, 4, 17, -18, -6, -21, 6, -7

Continued:
Sequence of screens – PREPL inhibitor, LYPLA1 inh, PAD4 inh, GSTO1 counter, LYPLA2 counter, PAFAH1B2 inh, PME-1 inh, pPAFAH FP inh, PAFAH1B3 inh
- Cc1ccccc1-c1nnc(SCC(=O)NCc2ccc3c(c2)OCO3)n1C
    32, -2, 2, -1, 1, 2, 6, 1, 12
- O=C(CC1C(=O)NCCN1Cc1ccc(F)cc1)NC1CCCCCCC1 (centres undefined)
    -4, -4, 6, 11, 4, 14, -3, -6, 5
- CCc1nnc(NC(=O)CCC(=O)N2CCN(c3cccc(Cl)c3)CC2)s1
    13, 0, -3, 2, 8, 2, -5, 3, 5
- O=S1(=O)CCN(Cc2ccc(F)cc2)CC1
    -2, 4, 1, -2, -3, -1, -2, 2, 4
- CCN(CC)C(=O)Oc1ccnc2cc(Cl)ccc12
    -11, -1, 2, -2, 6, 5, 3, 4, 4
- CSCCC(NC(=O)COc1ccccc1)C(=O)N1CCCC(C(F)(F)F)C1 (centres undefined)
    14, 3, 5, 5, 1, 8, 1, 1, 7
- Cc1n[nH]c(C)c1CCCOc1ccccc1
    -2, -4, 0, -8, 4, 6, 2, -3, 5
- Cc1ccc(CNC(=O)CCCn2c(=O)c3ccccc3n(CC(=O)NC3CCCC3)c2=O)cc1
    5, -1, -10, 3, 1, -3, -3, 5, 2
- COc1ccccc1COn1c(=O)c(-c2ccco2)[n+]([O-])c2ccccc21
    -1, 3, -7, 7, 7, 2, 8, 2, 3
- CC[C@]12c3[nH]c4ccc(Cl)cc4c3CCN1C(=O)[C@@H](CC(=O)NCCN1CCOCC1)C[C@@H]2C(=O)N1CCN(C(=O)C2CC2)CC1
    ., ., 3, ., ., 0, ., 1, 5

Next section
Sequence of screens – PREPL inhibitor, LYPLA1 inh, PAD4 inh, GSTO1 counter, LYPLA2 counter, PAFAH1B2 inh, PME-1 inh, pPAFAH FP inh, PAFAH1B3 inh
- CCCCNC(=O)C1CCCN1C(=O)Nc1ccccc1 (centres undefined)
    2, 1, 0, -4, -5, 1, 1, 4, -3
- COc1ccc(NC(=O)CSc2nc(O)c(Cc3ccccc3)c(=O)[nH]2)cc1
    8, -1, 5, 7, -3, 4, 1, 3, -5
- Cc1ccc(C(=O)NNC(=O)COC(=O)COc2ccccc2C#N)cc1
    14, -1, 0, ., -1, 9, -2, 0, 9
- COc1ccc(-c2cnc[nH]2)cc1
    0, -3, 2, -4, 4, 3, -1, 4, 7
- O=C1/C(=N\O)Cc2ccccc21
    5, 1, 2, 2, 2, 5, -4, -4, 4
- COc1ccc(F)cc1S(=O)(=O)Nc1cc2c3c(c1)CCC(=O)N3CCC2
    -3, -3, 0, 7, 1, 0, 7, 1, 3
- Cc1ccc(-n2c(Cc3noc4ccccc34)n[nH]c2=S)cc1
    10, 2, 0, 12, -7, -2, -8, -3, 4
- Cc1ccc(OCC(=O)N/N=C\c2cccn2C)c([N+](=O)[O-])c1
    10, -3, -5, 0, -4, -2, 7, 5, -1
- C#CCNc1nc(C)nc2c1nnn2Cc1ccccc1F
    16, -1, -5, 4, -7, 8, -4, -3, -2
- CC(=O)NCc1ccc(C(=O)O)cc1
    -19, 1, -3, 2, 5, -1, -5, -4, 3

The list continues.
Sequence of screens – PREPL inhibitor, LYPLA1 inh, PAD4 inh, GSTO1 counter, LYPLA2 counter, PAFAH1B2 inh, PME-1 inh, pPAFAH FP inh, PAFAH1B3 inh
- COc1ccc(C(=O)NC2CC2)cc1OC1CCN(Cc2ccc(SC)cc2)CC1
    5, 2, 0, 5, 19, 4, 6, 3, -3
- COc1ccc(CCN2C(=O)NC(NC(=O)C(C)(C)C)(C(F)(F)F)C2=O)cc1OC (centres undefined)
    3, 1, 0, 4, 8, 2, -2, 0, -2
- COc1cc(C(C)=O)ccc1OCC(O)CN1CCN(S(=O)(=O)c2ccccc2)CC1 (centres undefined)
    2, 0, -3, 9, -4, 3, 2, 4, 5
- O=C(Nc1ccccc1Cc1ccccc1)c1ccccc1F
    -3, 4, 2, -5, 4, 4, -2, 13, 2
- C=CCNC(=O)NC(=O)COn1nnc2ccc(S(=O)(=O)N(C)C)cc21
    4, 1, -1, 24, 3, 2, -1, 4, 6
- COc1ccc(NC(=O)CN(C)C(=O)c2c(C)nn(Cc3ccccc3)c2C)cc1
    14, 0, 0, -4, -5, 4, -5, -4, -1
- COc1ccc(C2=NN(C(=O)c3ccc(Cl)c([N+](=O)[O-])c3)C(c3ccccc3)C2)cc1 (centres undefined)
    -8, -4, 2, 2, -13, -3, 0, -2, -2
- CC(C)c1ccc(OCC(=O)Nc2ccc3oc(=O)ccc3c2)cc1
    -20, -3, 2, 0, 4, -2, -168, -1, 3

Only part of the results is shown, so the mix of outcomes need not match the whole.
